Screening results (PubChem BioAssay)
Platelet DG rel: inhibitors of platelet dense granule secretion, primary screen, cell-based, MLPCN, human platelets; human platelet-rich plasma, SFLLRN dense granule ATP release, luminescence; inhibition, %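 (compounds screened at 7.5 µM in platelet-rich plasma)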; 300,000 compounds, 0.22% hits;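 active = mean replicate score, as percent of positive control, at or above 50; inconclusive = mean below 50 but at least one replicate at or above 50; inactive = mean and every replicate below 50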
GSK3 alpha inh: blockers of GSK3A enzyme activity – biochemical, luminescence, cell-free homogeneous, HTS, primary screen; Glycogen synthase kinase-3 alpha (Homo sapiens), P49840; AID 2650, 2010; 320,000 compounds, 0.1% hits; GSK-3 alpha kinase, ADP-Glo luminescence, 60 min; inhibition, % at 10 µM;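 in the data active = inhibition above about 50%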;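 also: GST-tagged GSK-3 alpha with peptide substrate and 25 µM ATP; 0% = DMSO neutral wells and 100% = GW8510 positive control wells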
Dyrk1A ADPGlo: rat Dyrk1A kinase inhibitors, primary screen, biochemical, single point, plate reader; inhibition, % at 12.5 µM; ADP-Glo luminescence, NFATc1 peptide; Dual specificity tyrosine-phosphorylation-regulated kinase 1A (Rattus norvegicus), Q63470; 310,000 compounds, 0.43% hits; in the data active = inhibition above about 50%;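 also: plate controls were vehicle with enzyme for no effect and no enzyme for full effect; many of its hits are not listed in these tables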
HDAC3 inh: HDAC3 deacetylase inhibitors, primary screen, biochemical, fluorescence, cell-free homogeneous. Histone deacetylase 3 (Homo sapiens), O15379. recombinant HDAC3, fluorogenic peptide/trypsin coupled. inhibition, % at 8.3 µM. 320,000 compounds, 0.15% hits. AID 2718, 2010; in the data active = inhibition above about 26%, passing the limit was not always enough; inconclusive = no clear call, values can overlap the other calls
Target sequence (O15379 whole entry, looked up): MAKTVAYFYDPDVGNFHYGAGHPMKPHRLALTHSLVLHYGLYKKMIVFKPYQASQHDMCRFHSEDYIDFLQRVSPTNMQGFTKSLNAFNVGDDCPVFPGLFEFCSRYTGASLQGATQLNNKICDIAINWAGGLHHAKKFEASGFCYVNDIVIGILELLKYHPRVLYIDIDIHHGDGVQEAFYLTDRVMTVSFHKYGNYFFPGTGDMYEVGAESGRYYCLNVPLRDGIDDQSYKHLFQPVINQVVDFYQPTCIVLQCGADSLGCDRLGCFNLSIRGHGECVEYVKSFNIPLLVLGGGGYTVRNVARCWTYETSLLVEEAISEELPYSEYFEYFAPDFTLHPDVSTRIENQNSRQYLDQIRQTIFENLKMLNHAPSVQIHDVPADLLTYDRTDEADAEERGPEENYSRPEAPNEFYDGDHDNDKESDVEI
AI-2 QS mod: Vibrio harveyi AI-2 quorum sensing modulators, primary screen, JMH597 strain, luminescence/OD600 ratio; Vibrio harveyi JMH597 AI-2 luminescence/OD600 ratio, 9 h; active compounds read low; strain lacks LuxN and CqsS sensors; 0 = neutral-control median; activity change, % at 7.5 µM; 300,000 compounds, 0.4% hits; AID 2094, 2009; in the data active = activity change below about -75%, passing the limit was not always enough; inconclusive = no clear call, values can overlap the other calls;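 also: luminescence divided by OD600 gain over 9 h not by final OD600 alone; inactives centre near 13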
HSF-1 act: HSF-1 activators, primary screen, NIH3T3-HGL cells, MG132 stress, luminescence, single point. NIH3T3-HGL HSF-1 luciferase reporter, 8 h; 100% = twice DMSO control signal. activation, % at 9 µM. 300,000 compounds, 1.7% hits;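 active = mean replicate activation of at least 50% with a set share of replicates each reaching 50%; inconclusive = only one of those two conditions met; inactive = mean below 50% and too few replicates reaching it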;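 also: 0% = median of the neutral control wells and 100% = twice that signal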
HSP90 inh: HSP90 inhibitors, primary screen, cell lysate, luminescence. Heat shock protein HSP 90 (rabbit reticulocyte lysate; luciferase refolding). Rabbit reticulocyte lysate, luciferase refolding luminescence, 3 h. inhibition, % at 5.6 µM. 290,000 compounds, 0.91% hits;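 active = inhibition above the screen-wide mean plus 3 SD, computed separately per campaign, cut at about 16% in these data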;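 also: 0% = DMSO wells and 100% = 60 µM geldanamycin wells; inhibitors lower the luminescence because luciferase stays unfolded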
GSK3B inh: human GSK3beta kinase inhibitors, primary screen, biochemical, cell-free homogeneous, HTS. GST-GSK3beta kinase, ADP-Glo luminescence, 60 min; active compounds read low. 300,000 compounds, 0.038% hits. Glycogen synthase kinase-3 beta (Homo sapiens), P49841. activity score (negative = inhibition), % at 10 µM. AID 2097, 2009;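 active = more than half of replicate wells score below -50%, meaning over 50% inhibition versus plate controls; inconclusive = some replicates but at most half score below -50%; inactive = no replicate scores below -50%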;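 also: 0% = median DMSO wells and -100% = median GW8510 positive control wells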
Target sequence (P49841 whole entry, looked up): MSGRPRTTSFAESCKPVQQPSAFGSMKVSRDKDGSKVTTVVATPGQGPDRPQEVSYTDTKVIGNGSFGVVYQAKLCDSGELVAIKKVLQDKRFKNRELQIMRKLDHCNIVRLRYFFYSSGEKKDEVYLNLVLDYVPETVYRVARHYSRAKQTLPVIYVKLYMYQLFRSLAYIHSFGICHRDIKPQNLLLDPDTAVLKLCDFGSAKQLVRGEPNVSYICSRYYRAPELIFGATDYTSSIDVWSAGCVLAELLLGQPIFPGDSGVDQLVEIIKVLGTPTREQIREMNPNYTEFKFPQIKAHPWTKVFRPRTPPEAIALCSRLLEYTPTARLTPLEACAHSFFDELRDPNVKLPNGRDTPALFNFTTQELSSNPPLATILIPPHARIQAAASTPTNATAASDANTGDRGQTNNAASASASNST
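Test system: GST-fused GSK3beta enzyme, cell-free | Quantity: 1.6 ng GST-GSK3beta enzyme per well | Reagent: 25 µM ATP with peptide substrate | Schedule: 60 min enzyme reaction, room temperature | Signal: Luminescent ADP-Glo measurement of ADP formed | Read-out basis: Score relative to plate controls | Control set: DMSO and 20 µM GW8510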
HSF1 inhib: HSF1 inhibitors in luciferase reporter cells, primary screen, cell-based, NIH3T3, luminescence. NIH3T3-HGL HSE-luciferase, MG132-induced, luminescence 8 h; active compounds read low. activity change, negative = inhibition, % at 7.5 µM (by protocol). 300,000 compounds, 0.77% hits;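 active = more than half of replicate wells show activity change below -50%, luminescence cut by over half; inconclusive = some wells, but at most half, below -50%; inactive = no replicate well below -50%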;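 also: luciferase reports HSF-1 transcriptional activity via heat shock element; 0% = median of DMSO wells and -100% = zero luminescence signal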
PolyA inhibitor: polyadenylation inhibitors in yeast reporter cells, primary screen, luminescence, S. cerevisiae; S. cerevisiae SKY197-pL101 polyadenylation reporter, beta-gal luminescence; efflux-impaired pdr1/pdr3 knockout yeast; score 100 = 6 SD above DMSO; calls only at 12 µM; 300,000 compounds, 0.02% hits; AID 1875, 2009;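 active = lowest replicate activity score at least 50, where 100 means six control SD above control mean; inconclusive = lowest score under 50 but half or more replicates reach 50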;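 also: yeast exposed to compound for 9 h at 30 °C; higher score means more reporter readthrough which indicates perturbed polyadenylation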
* marks the source's active call; other numbers are inactive results; i = inactive; ? = inconclusive; . = no result given.

Platelet DG rel	GSK3 alpha inh	Dyrk1A ADPGlo	HDAC3 inh	AI-2 QS mod	HSF-1 act	HSP90 inh	GSK3B inh	HSF1 inhib	PolyA inhibitor	smiles
-2	5	.	4	17	9	4	-1	6	i	CCOc1c(C(=O)CC)cc2c(C)cc(=O)oc2c1C
-1	1	-7	-13	16	-17	.	3	-7	i	C#CCO[C@@H]1C[C@H](n2cnc3c(=O)[nH]c(NC(=O)C(C)C)nc32)O[C@@H]1CO
1	0	-1	0	19	11	-4	3	-2	i	Cc1ccccc1C(=O)Nc1ccc(C(=O)N/N=C/c2ccc(F)cc2)cc1
9	-2	-3	-3	-1	-6	2	-2	-3	i	CCOc1ccc(NS(=O)(=O)c2ccc(OCC(=O)N3CCCC3)cc2)cc1
-12	-1	.	?	18	-3	3	2	-10	i	O=C(CN1CCC(O)(c2ccc3c(c2)OCO3)CC1)N1CCOCC1
8	6	2	4	8	2	-1	-1	2	i	COc1ccccc1N/N=C/c1c(CO)cnc(C)c1O
1	-2	1	-3	7	-9	-3	4	-5	i	CC(C)COC(=O)c1nnsc1NC(=O)Nc1ccccc1
7	2	-2	2	18	-6	0	-4	5	i	COc1ccc(C(=O)NCCNc2ccccc2[N+](=O)[O-])cc1
1	0	0	4	-12	5	3	1	-3	i	COc1ccc(C2(C(=O)Nc3ccc(OC)cc3OC)CCCC2)cc1
-7	9	.	-6	23	-33	1	-3	-25	i	COC(=O)c1ccc(Nc2c([N+](=O)[O-])c(=O)oc3ccccc23)cc1
-1	6	-1	2	13	2	-8	0	-2	i	CNC(=O)C1(C(F)(F)F)C/C(=C\CCO)CCCO1 (stereo not drawn)
-3	-3	2	2	2	-11	0	1	-12	i	Nc1ccc(NC(=O)CCN2CCOCC2)cc1
-2	-2	-2	-4	-11	1	0	-5	6	i	CCCC1CC(c2csc(N)n2)CCO1 (stereo not drawn)
-11	-5	-5	.	7	3	1	-1	-1	i	CCOc1ccc(NC(=O)Cc2nnc(SCC(=O)N3CCOCC3)n2C)cc1
4	-1	-5	2	16	36	3	1	22	i	COc1ccc(N(C(=O)Cc2cccs2)C(C(=O)NC2CCCC2)c2ccncc2)cc1 (stereo not drawn)
-4	0	2	14	-7	13	1	1	10	i	COC(=O)C(Cc1ccc(OC(=O)c2ccc(C(F)(F)F)cc2)cc1)N1Cc2ccccc2C1=O (stereo not drawn)
-16	-2	4	4	6	50	-1	0	12	i	CCOc1ccc(C(=O)Nc2ccc(Cl)cn2)cc1Cl
-2	0	2	3	15	.	4	2	.	i	Cc1cc(C)nc(NS(=O)(=O)c2ccc(NC(=S)NC(=O)C(C)(C)C)cc2)n1
-3	-2	.	1	2	-10	5	2	-4	i	CC1Cc2cc(S(=O)(=O)NCCc3ccccc3)ccc2N1C(=O)C1CC1 (stereo not drawn)
2	.	2	0	7	-5	-2	0	0	i	CCC(=O)Nc1ccc(C(=O)NCc2ccccn2)cc1
-6	-1	9	2	22	0	-1	1	-2	i	O=C(N/N=C1/CC2CCC1C2)c1cc2ccccc2cc1O (stereo not drawn)
8	3	6	1	32	-9	.	-2	6	i	COC(=O)CCCC1=CC2=C(c3ccccc3)C(=O)C(C)(OC(=O)C3CCCC3)C(=O)C2=CN1CC1CC1 (stereo not drawn)
-9	-3	9	-7	23	-13	1	0	13	i	O=C(NC1CCCC1)C(c1ccc(Cl)cc1)N1CCc2ccccc21 (stereo not drawn)
10	-1	1	5	19	2	-3	0	1	i	CN(C)c1ccc(C(=O)OCC(=O)NCCCc2ccccc2)cc1
6	-2	7	5	17	4	-4	1	0	i	O=C(CSc1ccccc1)N1CCC(N2CCC(C(=O)N3CCCC3)CC2)CC1
-26	1	20	-1	16	-2	.	1	-4	i	Cc1ccc(NC(=O)c2cccc(S(=O)(=O)N3CCc4ccccc4C3)c2)nc1
5	-2	-7	0	3	25	7	1	7	i	CC(C)C(c1nnnn1C1CCCC1)N1c2ccccc2CC1C (stereo not drawn)
-4	-2	4	-9	6	-14	-3	0	-7	i	COc1ccccc1NC(=O)CSc1ccc(-c2ccco2)nn1
-7	-1	-3	1	36	-52	74*	0	-41	i	Cc1oc2cc3c(C(=O)N4CCCCC4)c(C)oc3cc2c1C(=O)N1CCCCC1
0	-2	1	17	11	5	2	-1	3	i	CCOc1nc(-c2ccccc2)ccc1-c1noc(COC)n1
-29	-1	0	-9	19	32	0	3	18	i	O=C1c2ccccc2NC2(CCCC2)N1N=C1CCCC1
-36	-2	-11	4	15	18	.	-2	-9	i	COc1ncnc2c1ncn2CC1COC(C)(C)O1 (stereo not drawn)
3	.	2	2	-7	-9	4	1	-2	i	O=C(Nc1ccccc1Cl)C1CCCN(S(=O)(=O)c2ccc(F)cc2)C1 (stereo not drawn)
-5	-3	2	2	17	-2	4	0	-3	i	COc1ccc(N2CCN(C(=O)CCc3nc(-c4ccc(C)cc4)no3)CC2)cc1
-4	5	-4	-11	31	-6	-1	3	-5	i	COC(=O)c1nccnc1C(=O)Nc1ccccc1N1CCOCC1
0	-1	-6	2	-7	-12	3	5	-6	i	COc1cccc(CNC(=O)CCCn2nc(C)c3c(C)n(-c4ccc(C)cc4)nc3c2=O)c1OC
5	-2	1	-6	16	-10	-1	-1	-1	i	COC(=O)c1ccccc1NC(=O)c1ccc(Cn2cc(Cl)cn2)o1
2	-2	-6	3	17	5	.	-3	4	i	Cc1cccc(CN2C[C@]34C=C[C@@H](C[C@@H]3S2(=O)=O)O4)c1
10	-3	3	-3	12	-2	.	1	-7	i	CSCCC(NC(=O)c1ccccc1Cl)C(=O)N(C)CC(=O)Nc1ccc(N2CCOCC2)cc1 (stereo not drawn)
-11	-4	-5	-1	14	5	0	3	-1	i	COc1ccc(S(=O)(=O)Cc2ccc(C(=O)N3CCN(c4cccc(C)c4)C(C)C3)o2)cc1 (stereo not drawn)
-2	1	0	-4	7	7	3	2	-7	i	CCC(=O)NC(=S)Nc1cccc(NC(=O)c2ccccc2)c1
-6	-1	-7	0	6	-2	2	-3	2	i	O=C(CCCOc1ccccc1)Nc1ccccc1C(F)(F)F
-2	-2	-2	-4	23	-22	6	-2	-4	i	O=C(COC(=O)CC12CC3CC(CC(Br)(C3)C1)C2)NC(=O)NCc1ccco1
5	-2	0	0	-4	-7	-4	1	2	i	COc1ccc(CNC(=O)C(C)NCc2ccccc2Cl)cc1 (stereo not drawn)
-7	.	0	.	36	10	-3	1	-1	i	Cc1ccc(Nc2nnc(SCC(=O)c3cc4ccccc4o3)s2)cc1C
1	0	-1	-2	41	3	2	1	-1	i	COC(=O)Oc1nsnc1N1CCOCC1
-3	0	-4	12	5	4	2	1	-7	i	C=CCCCCCCCCC(=O)NN
1	-1	4	0	-99*	-13	1	4	-3	i	O=c1[nH]c(=O)n([C@H]2C[C@H](O)[C@@H](CO)O2)cc1F

A draw from above in order of length of the SMILES, smallest number first.
Platelet DG rel	GSK3 alpha inh	Dyrk1A ADPGlo	HDAC3 inh	AI-2 QS mod	HSF-1 act	HSP90 inh	GSK3B inh	HSF1 inhib	PolyA inhibitor	smiles
1	0	-1	-2	41	3	2	1	-1	i	COC(=O)Oc1nsnc1N1CCOCC1
-6	-1	-7	0	6	-2	2	-3	2	i	O=C(CCCOc1ccccc1)Nc1ccccc1C(F)(F)F
5	-2	0	0	-4	-7	-4	1	2	i	COc1ccc(CNC(=O)C(C)NCc2ccccc2Cl)cc1 (stereo not drawn)
-2	1	0	-4	7	7	3	2	-7	i	CCC(=O)NC(=S)Nc1cccc(NC(=O)c2ccccc2)c1
5	-2	1	-6	16	-10	-1	-1	-1	i	COC(=O)c1ccccc1NC(=O)c1ccc(Cn2cc(Cl)cn2)o1
1	-1	4	0	-99*	-13	1	4	-3	i	O=c1[nH]c(=O)n([C@H]2C[C@H](O)[C@@H](CO)O2)cc1F
2	-2	-6	3	17	5	.	-3	4	i	Cc1cccc(CN2C[C@]34C=C[C@@H](C[C@@H]3S2(=O)=O)O4)c1
-2	-2	-2	-4	23	-22	6	-2	-4	i	O=C(COC(=O)CC12CC3CC(CC(Br)(C3)C1)C2)NC(=O)NCc1ccco1
10	-3	3	-3	12	-2	.	1	-7	i	CSCCC(NC(=O)c1ccccc1Cl)C(=O)N(C)CC(=O)Nc1ccc(N2CCOCC2)cc1 (stereo not drawn)

(continued)
Platelet DG rel	GSK3 alpha inh	Dyrk1A ADPGlo	HDAC3 inh	AI-2 QS mod	HSF-1 act	HSP90 inh	GSK3B inh	HSF1 inhib	PolyA inhibitor	smiles
-3	-4	5	5	21	-4	1	11	-11	i	CCC(CC)C(=O)Nc1cccc(C(=O)N2CCCC2)c1
1	0	-2	-1	10	18	2	1	1	i	CCOC(=O)c1c(NC(=O)c2ccco2)sc(C(=O)N2CCCC2)c1C
-3	0	-5	-7	4	-12	1	2	-8	i	CCOC(=O)N1CCC(NC(=O)c2cc(S(=O)(=O)NCCc3ccccc3)ccc2F)CC1
2	1	7	2	22	9	-1	1	-6	i	CCOC(=O)NCc1cc(-c2nn(C)c(=O)c3ccccc23)ccc1C
6	-2	-5	7	9	-34	0	-20	-18	i	CCCOc1ccc(C2C(C(=O)c3ccc(C)o3)=C(O)C(=O)N2CCCn2ccnc2)cc1 (stereo not drawn)
-4	-1	5	-2	-8	-2	2	1	2	i	COc1ccc(OCC(=O)N2CCC(n3nccc3NC(=O)C3CC3)CC2)cc1
-3	-3	-1	4	6	2	3	1	4	i	COC(=O)CS(=O)(=O)c1ccsc1C(=O)Nc1ccc(F)cc1

Some of the compounds tested; count on the stated rates, not on these rows.
